Screening results: PubChem, several laboratories
MCL1 BIM primary = inhibitors of human MCL1 binding to BIM-BH3 peptide | Q07820 | GST-MCL1 / FITC-Bim-BH3 fluorescence polarization | inhibition, % at 10.9 µM | 0.68% of 320,000 active | AID 2057;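 active = inhibition above the mean inhibition of all tested compounds plus 3 SD, set per campaign, cut at about 40% in these data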;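 note: 0% = DMSO wells and 100% = unlabeled Bim-BH3 peptide control; higher means more loss of mP so more displacement of Bim peptide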
Target sequence (Q07820 whole entry, looked up): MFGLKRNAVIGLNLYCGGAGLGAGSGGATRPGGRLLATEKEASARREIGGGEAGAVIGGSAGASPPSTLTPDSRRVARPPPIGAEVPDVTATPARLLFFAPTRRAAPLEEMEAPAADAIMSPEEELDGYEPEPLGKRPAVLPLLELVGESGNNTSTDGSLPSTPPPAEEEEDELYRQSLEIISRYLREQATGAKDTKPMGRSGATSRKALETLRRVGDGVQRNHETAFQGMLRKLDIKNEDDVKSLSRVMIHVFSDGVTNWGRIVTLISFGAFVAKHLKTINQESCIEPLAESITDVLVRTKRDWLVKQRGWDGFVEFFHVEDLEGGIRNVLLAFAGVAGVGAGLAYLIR
VLA-4 inh = inhibition in a human VLA-4 binding assay | P13612 | VLA-4 expressing cells, ligand binding flow cytometry | inhibition, % (about 7 µM as worked out from the volumes in the protocol) | 0.2% of 330,000 active; in the data active = inhibition above about 50%
GRK2 aptamer HTS = inhibitors of human GRK2 displacing RNA aptamer; P25098; bead flow cytometry, FAM-aptamer displacement from GRK2; inhibition of aptamer binding, % at 10 µM; 0.59% of 330,000 active;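 active = inhibition of aptamer binding above 40%, roughly 3 SD of noise, on plates passing a quality check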;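 note: median bead fluorescence of bound FAM aptamer so fluorescent compounds give negative values; no value below 0 was filed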
Target sequence (P25098 whole entry, looked up): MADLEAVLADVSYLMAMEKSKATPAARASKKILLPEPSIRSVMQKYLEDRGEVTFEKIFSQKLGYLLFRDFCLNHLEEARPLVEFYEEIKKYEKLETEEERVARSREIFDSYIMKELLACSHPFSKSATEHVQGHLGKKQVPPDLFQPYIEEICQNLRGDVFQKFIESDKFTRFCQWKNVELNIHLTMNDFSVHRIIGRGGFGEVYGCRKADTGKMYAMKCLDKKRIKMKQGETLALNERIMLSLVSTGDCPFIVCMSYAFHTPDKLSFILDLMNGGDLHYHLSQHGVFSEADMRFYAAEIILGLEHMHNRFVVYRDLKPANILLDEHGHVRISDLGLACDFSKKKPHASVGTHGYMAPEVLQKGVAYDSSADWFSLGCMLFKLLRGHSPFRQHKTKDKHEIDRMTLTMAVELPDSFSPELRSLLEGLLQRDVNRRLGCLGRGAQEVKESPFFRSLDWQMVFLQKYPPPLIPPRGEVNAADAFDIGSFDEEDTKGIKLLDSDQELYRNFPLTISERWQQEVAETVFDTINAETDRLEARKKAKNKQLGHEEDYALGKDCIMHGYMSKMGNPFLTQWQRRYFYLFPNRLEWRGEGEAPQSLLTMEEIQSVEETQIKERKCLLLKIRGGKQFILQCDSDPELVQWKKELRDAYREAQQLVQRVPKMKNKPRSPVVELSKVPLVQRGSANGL
AGP1-GFP MLPCN = yeast TOR pathway AGP1-GFP modulation | S. cerevisiae AGP1-GFP multiplex flow cytometry, 3 h; GFP as percent of DMSO wells | GFP response vs DMSO, % at 10 µM | 0.02% of 320,000 active | AID 2066;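 active = GFP response relative to DMSO above a set limit, near screen average plus 3 SD, cut at about 150% in these data; inconclusive = fewer than 70 cells counted for the yeast strain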;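 note: median GFP channel fluorescence of the gated AGP1 strain per well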
CIT2 TOR yeast = modulators of TOR pathway CIT2-GFP in S. cerevisiae | S. cerevisiae CIT2-GFP strain, flow cytometry, 3 h; 100 means same as DMSO wells | GFP response vs DMSO, % at 10 µM | 0.065% of 320,000 active | AID 2029;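 active = GFP response relative to DMSO above a set limit, near the screen mean plus 3 SD, cut at about 150% in these data; inconclusive = Fewer than 70 cells measured for a yeast strain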;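 note: ratio of well median GFP fluorescence to mean of DMSO wells on the plate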
Bcl-xL primary = Bcl-xL (human) inhibition. Q07817. GST-Bcl-xL / FITC-Bim BH3 peptide fluorescence polarization. inhibition, % at 10.9 µM. 0.7% of 320,000 active. AID 2129;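 active = inhibition above the mean of all tested compounds plus 3 SD, cutoff set per campaign, cut at about 30% in these data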;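 note: 0% = DMSO wells and 100% = unlabeled Bim-BH3 peptide competitor; inhibitors lower millipolarization by displacing the labeled peptide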
Fam108B counter = counter-screen for RBBP9 inhibitors: inhibitors of mouse Fam108B. recombinant Fam108B, FP-Rh probe fluorescence polarization. inhibition, % at 9.51 µM. 0.33% of 300,000 active. AID 1947;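 active = inhibition above the screen mean inhibition plus 3 SD, computed separately per campaign, cut at about 18% in these data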;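 note: inhibitors lower polarization as less probe binds the enzyme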
GLD-1 RNA inh = GLD-1-TGE RNA interaction inhibition (C. elegans); inhibition, % at 5.96 µM; Q17339; AID 2280; 0.44% of 320,000 active; purified GLD-1 + fluorescein TGE RNA, fluorescence polarization;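 active = percent inhibition above a per-plate cutoff, the plate mean of test compounds plus 3 SD, cut at about 30% in these data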;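 note: 0% = DMSO wells with GLD-1 and probe and 100% = wells lacking GLD-1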
MEX-5 binding = C. elegans MEX-5 TCR-2 RNA binding activity | activity score (negative = inhibition of binding), % at 10 µM | Q9XUB2 | AID 1832 | 0.38% of 300,000 active | MEX-5/FITC-TCR2 RNA binding, fluorescence polarization; stronger effect = lower value;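 active = inhibition past about -25% in most replicates, and total fluorescence under double the plate's negative control median, limit read from the data; inconclusive = replicates evenly split on the limit, or fluorescence at least double controls; inactive = too little inhibition in most replicates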;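 note: 0% = DMSO and -100% = 5 µM competing unlabeled TCR2 RNA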
* = called active by the depositor; ? = inconclusive; . = not tested or not shown; [ ] = remark or other dose.

SMILES	MCL1 BIM primary	VLA-4 inh	GRK2 aptamer HTS	AGP1-GFP MLPCN	CIT2 TOR yeast	Bcl-xL primary	Fam108B counter	GLD-1 RNA inh	MEX-5 binding
C=CCn1c(Sc2nc(C)cs2)nc2c1c(=O)[nH]c(=O)n2C	4	-3	0	96	104	5	-3	1	2.0
Cc1ccsc1/C=C/C(=O)O	0	13	4	102	97	4	1	-4	-2.1
CCC(=O)Nc1ccccc1C(=O)OCC(=O)c1cccc2ccccc12	5	2	0	94	87	3	-7	7	-0.5
COc1ccc(NS(=O)(=O)c2ccc(C)cc2)c([N+](=O)[O-])c1	5	0	1	96	85	2	-2	0	2.2
C=CCn1c(=N)n(CC(=O)c2ccc(Br)cc2)c2ccccc21	8	2	0	104	102	7	5	2	-2.4
CC(=O)NCCNC(=O)c1ccc(Sc2ccccc2)c([N+](=O)[O-])c1	-1	-7	0	100	100	-1	-2	8	-0.4
N#Cc1ccc(-c2cn3c(n2)SCC3)cc1	.	8	0	100	91	.	.	.	0.9
COc1ccccc1N=c1sc2ccccc2n1C	-5	13	1	94	95	3	1	6	-0.3
CC1(C)C2CCC1(CS(=O)(=O)N1CCCC1C(=O)O)C(=O)C2 (stereo unspecified)	.	13	0	105	111	.	.	-1	.
CCCC(=O)Nc1c(-c2cccc(C)c2)c(=O)c2ccccc2n1C	-1	-7	0	111	109	7	1	3	1.8
Cc1onc(-c2ccccc2)c1C(=O)NNC(=S)NC(=O)c1ccc(Br)cc1	8	-1	0	104	111	4	11	8	-1.9
COc1ccc(CC(=O)Nc2nc3ccccc3s2)cc1S(=O)(=O)N1CCOCC1	2	10	1	93	.	3	-3	-5	-2.0
COc1cccc(NC(=O)NC2CCN(Cc3nnnn3Cc3ccc4c(c3)OCO4)CC2)c1	-5	1	0	107	99	-1	0	3	-0.8
CCOC(=O)c1[nH]c(C)c(C(=O)Nc2ccc(F)cc2)c1C	1	22	2	106	101	-5	-3	7	-0.1
CCOC(=O)/C(=C/C1=CC(=C/N(C)C)/C(=O)O1)C(C)=O	-147	-6	1	98	90	-106	0	-172	?
Cc1ccc(-c2nc(CS(=O)(=O)CC(=O)Nc3cc(F)ccc3F)c(C)o2)cc1	6	-7	0	97	97	12	-5	10	2.3
CCCCCOc1ccc(C(=O)CCC(=O)N2CCCC2)cc1	-8	5	6	88	86	-4	1	-4	0.2
CCn1c(NC(=O)/C=C/c2ccc(F)cc2)nc2ccccc21	9	3	0	75	106	6	-6	10	-4.6
CCCCNC(=O)Cc1coc2ccc3ccccc3c12	3	-4	1	104	93	3	0	0	0.7
O=c1nc2n(c3cccc(Cl)c13)CCCCC2	4	20	0	101	101	3	3	9	-0.6
COc1ccc(C(CNC(=O)c2cc(=O)[nH]c3ccccc23)N2CCCC2)cc1 (stereo unspecified)	-1	-7	0	103	100	2	0	-5	1.6
O=C(N/N=C/c1ccccc1[N+](=O)[O-])c1cccs1	-1	2	3	100	96	1	-1	4	-1.9
Cc1cc(N2CCN(c3ccccc3)CC2)n2ncnc2n1	-3	1	0	111	117	2	-1	2	-0.4
CCOC(=O)C1=C(C)N(CCO)C(=O)NC1c1cccc(O)c1 (stereo unspecified)	3	8	0	104	118	7	2	2	2.3
CCOC(=O)N1CCN(C(=O)C(CC)c2ccccc2)CC1 (stereo unspecified)	7	4	2	99	93	2	2	1	2.6
C=CCN1c2ccccc2[C@]23C[C@@H](C(=O)OC)N(C(=O)c4ccco4)C2=NC(C(=O)OC)=C(C(=O)OC)[C@H]13	-2	13	0	69	58	1	1	5	1.4
O=C(Cn1nc2sc3ccccc3n2c(=O)c1=O)c1cccs1	4	-11	0	90	100	6	2	1	-0.1
COc1ccc(OC)c(NC(=O)CN2CCc3ccccc3C2)c1	7	-8	0	21[may fluoresce violet]	?	1	0	11	3.2
Brc1ccc(OCc2nnnn2-c2ccccc2)cc1	6	-24	0	75	62	5	6	-12	-0.6
Cc1ccc(NC(=O)c2ccc(OCc3c(C)noc3C)cc2)cc1	1	10	0	102	90	5	2	-5	2.8
O=C1NC(=O)/C(=C\c2ccc(Oc3cnccn3)cc2)S1	3	3	1	94	96	1	1	2	-1.9
O=C(Nc1ncc(Cl)cn1)c1cccs1	14	-8	0	95	94	9	2	-5	1.6
COc1cc(OC)c2c(OC)cccc2n1	-2	-15	2	104	108	0	-2	0	0.7
CCCN1C(=O)CC(c2ccco2)Sc2ccccc21 (stereo unspecified)	-1	0	0	94	98	-9	1	2	0.1
COc1ccc2c(c1)c(CC(=O)OC(C)C(=O)N(C)C)c(C)n2C(=O)c1ccc(Cl)cc1 (stereo unspecified)	0	3	2	90	97	1	1	0	0.0
COC(=O)C1=CN(Cc2ccc(OC)c(OC)c2)C=C(C(=O)OC)C1c1cccc(O)c1	6	39	0	103	101	2	6	6	-3.8
O=C(O)C1CC=CCC1C(=O)NCCc1csc(-c2ccccc2)n1 (stereo unspecified)	4	-11	2	100	108	0	6	5	2.0
Cc1ccccc1C(=O)N[C@H](C(=O)OCC(=O)c1ccc[nH]1)C(C)C	2	0	1	111	122	4	0	1	0.4
Cc1cc([N+](=O)[O-])nn1Cc1c(F)c(F)c(F)c(F)c1F	0	4	1	101	107	0	-2	3	0.8
Cc1cccc(C(=O)NCC(=O)OCC(=O)NC2CCCCC2)c1	.	-9	0	101	105	.	.	2	.
Nn1c(SCC(=O)Nc2ccccc2F)nc2ccccc2c1=O	11	4	0	110	95	5	2	14	-1.3
CC(=O)NC(CCS(C)(=O)=O)C(=O)Nc1ccccc1Cl (stereo unspecified)	-4	3	1	106	108	-6	2	6	-0.3
O=C(CN1CCCC1c1cccs1)Nc1cccc(S(=O)(=O)N2CCCC2)c1 (stereo unspecified)	1	3	1	99	89	-4	.	-2	.
CCOc1cccc(-c2c(C(=O)N/N=C/c3ccc(C)s3)nnn2-c2nonc2N)c1	3	0	5	105	102	-1	-2	2	0.9
COCCNC(=O)CSc1ccc(-c2nc3ccccc3[nH]2)cn1	-8	5	3	148	101	61*	0	1	-0.7
CCCCN(C)C(=O)Cn1ncc2c3ccccc3n(CCC)c2c1=O	.	-2	1	96	91	.	.	.	-0.5
CCOc1ccc(NC(=O)N(C2CCCCC2)C(C)c2cccnc2)cc1 (stereo unspecified)	13	-11	4	103	110	11	3	0	4.0
CC1CCC(C(C)C)C(OCC(O)CN2CCCC(C)C2)C1 (stereo unspecified)	2	13	1	105	100	4	-2	3	0.6
O=[N+]([O-])c1cccc(-c2nc3ccc([N+](=O)[O-])cc3[nH]2)c1	2	-2	2	91	84	3	12	7	-1.7
COc1cccc(OCCCOc2ccc([N+](=O)[O-])cc2Cl)c1	2	-6	0	96	102	5	-7	6	-0.9
Cc1cc(-c2ccc(S(=O)(=O)N(C)c3ccc(C)c(C)c3)s2)on1	0	-3	0	99	97	6	-2	5	8.6
Cc1cc(NC(=O)CCc2ccc(S(=O)(=O)N3CCOCC3)cc2)n(-c2ccccc2)n1	-1	10	0	89	90	2	-1	-2	0.5
CC(=O)N1c2ccc(S(=O)(=O)NCCC(=O)NC3CCCCCC3)cc2CC1C (stereo unspecified)	-2	3	2	115	113	1	0	-1	-3.5
COC(=O)c1cc(NC(=O)c2cccc(F)c2)cc(C(=O)OC)c1	2	1	0	89	99	4	-1	-2	-0.9
Cc1c(CCC(=O)O)c(=O)oc2cc3occ(C(C)(C)C)c3cc12	1	11	0	94	74	5	1	8	-1.0
O=C(CN1CCN(Cc2ccccc2Cl)C1=O)NCC1CCCO1 (stereo unspecified)	0	-6	0	99	100	1	2	5	0.2
CCS(=O)(=O)c1ccc(O)c(NC(=O)CC2(CC(=O)O)CCCC2)c1	1	9	1	104	94	6	3	2	-1.6
CC1=NN(c2ccccc2)C(=O)/C1=C\c1ccc(Br)s1	7	27	2	92	98	7	8	8	1.1
CCOc1ccc(NC(=O)CSc2nc(=O)n(CCN3CCOCC3)c3c2CCCC3)cc1	4	13	0	111	106	6	-2	7	2.1
Cc1ccc(S(=O)(=O)CCC(=O)OCn2nnc3ccccc3c2=O)cc1	-1	-2	1	101	99	1	1	-1	-1.4
(further entries)
SMILES	MCL1 BIM primary	VLA-4 inh	GRK2 aptamer HTS	AGP1-GFP MLPCN	CIT2 TOR yeast	Bcl-xL primary	Fam108B counter	GLD-1 RNA inh	MEX-5 binding
Cc1cc(-c2ccccc2)nc2[n+]1CCN2C	5	8	0	94	92	5	4	-2	-0.3
COCCn1c(SCC(=O)Nc2ccc(F)cc2)nc2c(oc3ccccc32)c1=O	8	-3	0	99	106	5	-3	-3	0.4
CCN(CC)C(=O)CSc1nc2ccccc2c(=O)n1OC	5	3	2	.	107	6	5	1	-2.4
COc1ccc(-c2nnc(NC(=O)CS(=O)(=O)c3ccc(Cl)cc3)o2)c(OC)c1	4	0	4	100	105	3	1	1	1.6
COc1ccc2nc(SCC(=O)N3CC(=O)Nc4ccccc43)c(C#N)cc2c1	-10	-15	4	100	99	-2	0	-11	1.0
Cc1cccnc1N1C(=O)c2ccc(C(=O)O)cc2C1=O	2	6	0	93	100	-1	5	-6	-0.5
CN1CCN(C(=S)SCc2nc(N)nc(Nc3ccc(F)cc3)n2)CC1	13	0	0	95	99	7	1	-7	0.0
O=C1NC(=O)/C(=C/c2ccccn2)S1	12	9	3	99	91	9	-4	8	-2.3
O=C(CSc1nc2ccccc2o1)Nc1ccc(N2CCOCC2)cc1	-4	-3	0	113	95	-2	-1	-7	-0.1
COCc1ccc(CN2CCCC(CO)(Cc3ccccc3C)C2)o1 (stereo unspecified)	-7	4	0	107	106	1	-3	0	2.1
COc1ccccc1C1CCN(Cc2cccc([N+](=O)[O-])c2)CC1	4	-5	0	100	87	4	2	4	-0.8
Cc1nc2ccccc2n1CCc1ccccc1	-1	14	0	102	99	1	1	0	0.5
O=C1[C@@H]2Cc3c([nH]c4ccccc34)C(c3cccc([N+](=O)[O-])c3)N2C(=O)CN1C1CCN(Cc2ccccc2)CC1 (stereo partly specified)	0	30	0	101	95	5	1	5	-0.2
CC(=O)c1ccc(NC(=O)C2CCCN(c3ncnc4c3nc3n4CCCCC3)C2)cc1 (stereo unspecified)	-4	9	1	110	113	3	5	1	2.3
Clc1ccc2[nH]c3c(N4CCC5(CC4)OCCO5)ncnc3c2c1	-3	2	0	106	97	5	2	5	1.6
COc1ccc(NC(=O)COC(=O)c2ccc(Cl)c(S(N)(=O)=O)c2)c([N+](=O)[O-])c1	-4	4	2	104	89	-5	-1	8	0.8
CCCn1nc(C(=O)NCc2ccccn2)c2ccccc2c1=O	2	-3	0	101	98	4	3	-3	1.8
C[n+]1cnc(-c2ccccc2)cc1-c1ccccc1	-23	24	2	93	94	-5	3	1	1.7

Profiles as entered above. Order of values: MCL1 BIM primary, VLA-4 inh, GRK2 aptamer HTS, AGP1-GFP MLPCN, CIT2 TOR yeast, Bcl-xL primary, Fam108B counter, GLD-1 RNA inh, MEX-5 binding
`CCCN1C(=O)CC(c2ccco2)Sc2ccccc21` (stereo unspecified) across the screens: -1, 0, 0, 94, 98, -9, 1, 2, 0.1
`Cc1cc(-c2ccc(S(=O)(=O)N(C)c3ccc(C)c(C)c3)s2)on1` across the screens: 0, -3, 0, 99, 97, 6, -2, 5, 8.6
`CCOc1ccc(NC(=O)CSc2nc(=O)n(CCN3CCOCC3)c3c2CCCC3)cc1` across the screens: 4, 13, 0, 111, 106, 6, -2, 7, 2.1
